Compound activity: PubChem, Fisher Drug Discovery Resource Center
hcGAS lum = inhibitors of human cGAS; recombinant h-cGAS, ATP depletion, Kinase-Glo luminescence; 290,000 compounds, 0.081% hits; Q8N884; inhibition, % at 12.5 µM; AID 1259398;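 further: 0% = vehicle reaction and 100% = reaction without DNA for no activity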
Target sequence (Q8N884 whole entry, looked up): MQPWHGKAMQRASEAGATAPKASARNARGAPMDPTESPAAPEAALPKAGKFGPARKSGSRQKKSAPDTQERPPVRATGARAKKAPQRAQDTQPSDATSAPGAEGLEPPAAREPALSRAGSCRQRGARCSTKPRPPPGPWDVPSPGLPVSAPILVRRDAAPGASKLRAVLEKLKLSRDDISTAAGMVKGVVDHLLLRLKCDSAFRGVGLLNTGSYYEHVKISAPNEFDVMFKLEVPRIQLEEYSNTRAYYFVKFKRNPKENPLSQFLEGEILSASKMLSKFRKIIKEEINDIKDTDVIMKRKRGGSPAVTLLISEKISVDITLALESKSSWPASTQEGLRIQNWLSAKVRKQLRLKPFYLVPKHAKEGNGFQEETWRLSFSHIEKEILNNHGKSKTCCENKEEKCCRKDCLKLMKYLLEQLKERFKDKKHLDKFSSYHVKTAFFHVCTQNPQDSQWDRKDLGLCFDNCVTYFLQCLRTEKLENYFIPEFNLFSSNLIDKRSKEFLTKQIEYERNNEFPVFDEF
mcGAS inh = mouse cGAS inhibition by luminescence; recombinant cGAS, Kinase-Glo ATP depletion luminescence; 160,000 compounds, 0.15% hits; Q8C6L5; AID 1259399; inhibition, % at 12.5 µM;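 further: 0% = negative control wells and 100% = reference inhibitor with no enzyme activity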
NPYLR7 ag = mosquito NPYLR7 agonism; HEK293T NPYLR7/Galpha15, GCaMP6s calcium fluorescence; activation, % at 10 µM; 270,000 compounds, 0.15% hits; in the data active means activation above about 40%;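 further: 0% = vehicle and 100% = reference agonist at the receptor; some compounds past the cut are filed as inactive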
* = called active by the depositor; & = joins results of further samples. Unless noted, no stated cut-off is given here; in the data, active means inhibition above about 40%; inactive means the rest.

For N#Cc1ccsc1NC(=O)CCCC(=O)O the results were hcGAS lum -1 and NPYLR7 ag 1.
Screening O=C(C1CCCCC1)N1CCC(NS(=O)(=O)Cc2ccc(F)cc2)CC1 returned hcGAS lum -7 and NPYLR7 ag 15.
CCOC(=O)N1CCN(C(=O)CSc2nc(Cl)cc(N3CCN(C(=O)C4CCCC4)C(C)C3)n2)CC1 (stereo not drawn) was read as hcGAS lum -4, mcGAS inh -4 and NPYLR7 ag 8.
`Cc1ccccc1NC(=O)Cn1cc(S(=O)(=O)c2ccc(F)cc2)c(=O)c2cc3c(cc21)OCO3` gave hcGAS lum -1 and NPYLR7 ag -2.
C=C1C2(C(=O)N3CCC(COC)C3)CCC(C2)C1(C)C (stereo not drawn) was read as hcGAS lum -8 and NPYLR7 ag 3.
CCCN1C(=O)C(NS(=O)(=O)c2ccc(N)cc2)(C(F)(F)F)C(C(=O)OC)=C1C (stereo not drawn) was read as hcGAS lum -1, mcGAS inh -4 and NPYLR7 ag 2.
NCCCn1cc(Cl)cn1 was read as hcGAS lum -4 and NPYLR7 ag 5.
For CCSc1nnc(CNC(=O)c2ccc(OC)cc2)n1CC the results were hcGAS lum -5, mcGAS inh -7 and NPYLR7 ag -1.
COC(C)(C)CC(C)NCc1noc(-c2ccco2)n1 (stereo not drawn) was read as hcGAS lum -10, mcGAS inh -12 and NPYLR7 ag 0.
`O=c1c2cn[nH]c2nc(SCc2cccc([N+](=O)[O-])c2)n1-c1ccccc1` gave hcGAS lum -7 and NPYLR7 ag -8.
For NCc1ccccc1/C=C/c1ccccc1 the results were hcGAS lum -9 and NPYLR7 ag -1.
Screening CCCNC(=O)NC(C(C)C)C1c2cc(OC)c(OC)cc2CCN1CC (stereo not drawn) returned hcGAS lum -7, mcGAS inh -4 and NPYLR7 ag 36.
Screening CCOc1ccc(NC(=O)C2CCCN(Cc3cccnc3OCC)C2)cc1 (stereo not drawn) returned hcGAS lum -3, mcGAS inh -3 and NPYLR7 ag -2.
For O=c1ccc(=O)n(C2CCS(=O)(=O)C2)[nH]1 (stereo not drawn) the results were hcGAS lum -9 and NPYLR7 ag 7.
For COc1ccccc1NS(=O)(=O)c1cc(F)ccc1F the results were hcGAS lum -1 and NPYLR7 ag 7.
Screening O=C(CSc1ccccc1)N1CCN(c2nc(Cc3ccccc3)nc3c2cnn3-c2ccccc2)CC1 returned hcGAS lum 3, mcGAS inh 0 and NPYLR7 ag -4.
`Cc1ccc2nc(SCc3ccccc3F)nc(=O)n2c1` gave hcGAS lum -5, mcGAS inh -9 and NPYLR7 ag 4.
Screening Cc1cn2c3c(=O)[nH]c(=O)n(C)c3nc2n1CCN1CCCC1 returned hcGAS lum 1 and NPYLR7 ag 13.
O=C(Nc1ccc(NC(=O)C2CC2)cc1C(F)(F)F)c1ccco1 was read as hcGAS lum -4 and NPYLR7 ag -5.
Screening COCCCNC(=O)C(NC(=O)c1cccc(C)c1)C1CCN(C(=O)c2ccc3c(c2)OCO3)CC1 (stereo not drawn) returned hcGAS lum -6, mcGAS inh -2 and NPYLR7 ag -3.
`CN(C)Cc1ccc(C2CCCN2Cc2ccc(O)c(O)c2)cc1` (stereo not drawn) gave hcGAS lum -1 and NPYLR7 ag -2.
COCc1cccc(C(=O)Nc2ccc(F)cc2C)c1 was read as hcGAS lum -7 and NPYLR7 ag -1.
For CC1CCCN(C(=O)N2CCc3sccc3C2)C1 (stereo not drawn) the results were hcGAS lum -4 and NPYLR7 ag 2.
For Cc1cnc(NCc2ccccc2CN2CCCC2=O)nc1N(C)C the results were hcGAS lum -9 and mcGAS inh -12.
Cc1cc(NC(=O)C(OC(=O)C2CC3CCCC(C2)C3=O)c2ccccc2)no1 (stereo not drawn) was read as hcGAS lum -16 and NPYLR7 ag 14.
Screening CCCOC(=O)C1=C(C)NC2=C(C(=O)CCC2)C1c1ccccc1Br (stereo not drawn) returned hcGAS lum 5, mcGAS inh 2 and NPYLR7 ag -14.
`CCCCN=C(NC(=O)c1ccccc1F)OCCOC` gave hcGAS lum 2, mcGAS inh 1 and NPYLR7 ag 5.
`Cc1cc(C(=O)N2CCCC(C(=O)Nc3cccc(-c4ccc(F)cc4)c3)C2)no1` (stereo not drawn) gave hcGAS lum -6 and NPYLR7 ag -8.
For Cn1ccnc1SCC(=O)C12CC3CC(CC(C3)C1)C2 the results were hcGAS lum -7 and NPYLR7 ag -1.
For CCN(Cc1cnn(CC)c1)C(=O)c1ccc(NC(=O)C2CCC2)cc1 the results were hcGAS lum -5, mcGAS inh -16 and NPYLR7 ag 24.
For CCSCCn1c(=O)n(Cc2ccc(F)cc2)c2ncc(C(=O)O)cc21 the results were hcGAS lum -6, mcGAS inh -17 and NPYLR7 ag 10.
For C=CCCC(=O)N1CCc2cc(OC)c(OC)cc2C1c1ccc(OC)c(OC)c1 (stereo not drawn) the results were hcGAS lum -8, mcGAS inh -8 and NPYLR7 ag 13.
Screening O=S(=O)(NCc1ccccc1)NC(Cn1ccnc1)c1ccccc1 (stereo not drawn) returned hcGAS lum 1 and NPYLR7 ag 3.
Screening Cc1ccccc1[C@H]1[C@@H](C(=O)NCCN2CCOCC2)C[C@@](C)(C(=O)O)N1C returned hcGAS lum -3 and NPYLR7 ag 20.
For c1csc(CN(Cc2ccsc2)CC2CCCO2)n1 (stereo not drawn) the results were hcGAS lum -4 and mcGAS inh -14.
For O=C(NC1CCCC1)c1ccccc1OS(=O)(=O)C1=Cc2ccccc2CC1 the results were hcGAS lum -9, mcGAS inh -17 and NPYLR7 ag -8.
For O=C(NCCc1ccc2c(c1)OCCO2)C1CC2CCCC(C1)C2=O (stereo not drawn) the results were hcGAS lum -3 and NPYLR7 ag 1.
For Nc1ccc(N2CCCC2=O)cc1 the results were hcGAS lum -5 and NPYLR7 ag -5.
COc1ccc2cc(C3CN(c4cncc(C(=O)N(C)C)n4)CCO3)ccc2c1 (stereo not drawn) was read as hcGAS lum -5 and NPYLR7 ag -1.
For CCCCC(NC(=O)CCc1ccc(-c2ccc(C)cc2C)n1-c1ccc(CC#N)cc1)C(=O)OC (stereo not drawn) the results were hcGAS lum -5, mcGAS inh -11 and NPYLR7 ag 3.
Screening C=CCOCC(O)CN(CC(=O)N1CCc2sccc2C1COc1ccc(OC)cc1)C1CC1 (stereo not drawn) returned hcGAS lum -3, mcGAS inh -5 and NPYLR7 ag 6.
`O=C(Nc1ccc(-c2nc3ccccc3o2)cc1)c1ccccc1` gave hcGAS lum -3, mcGAS inh -3 and NPYLR7 ag 1.
CC(=O)c1cc(CC(=O)NC(C)c2cnn(-c3ccccc3C)c2C)cs1 (stereo not drawn) was read as hcGAS lum -8&3 and NPYLR7 ag 7.
`O=S(=O)(NCCS(=O)(=O)c1ccc(F)cc1)NCc1ccccc1` gave hcGAS lum -4 and NPYLR7 ag 9.
Screening Cc1ccc(OCCN(C)S(=O)(=O)c2ccc3cn[nH]c3c2)cc1 returned hcGAS lum -7, mcGAS inh -17 and NPYLR7 ag -1.
Screening CN(Cc1ccccc1Br)C(=O)CCn1cnc2sc3c(c2c1=O)CCCC3 returned hcGAS lum -12 and NPYLR7 ag -2.
CN1CCC2(CC1)CN(C(=O)c1c[nH]c(=O)cn1)CCN2C was read as hcGAS lum 1, mcGAS inh -14 and NPYLR7 ag 6.
Screening CCC(C)N(Cc1cccnc1)C(=O)c1ccc(NC(C)=O)cc1Cl (stereo not drawn) returned hcGAS lum -8, mcGAS inh -15 and NPYLR7 ag 6.
O=C(NCCNC(=O)C1CCN(C(=O)c2ccc(F)cc2)CC1)c1ccccc1 was read as hcGAS lum -2, mcGAS inh -3 and NPYLR7 ag 2.
`CC(=O)N1CCN(CC(=O)N2N=C(c3cccc(C)c3)CC2c2ccc(Cl)cc2)CC1` (stereo not drawn) gave hcGAS lum -6, mcGAS inh -4 and NPYLR7 ag 22.
For COc1cccc(CNc2ncn[nH]2)c1OCc1ccccc1Cl the results were hcGAS lum -4 and NPYLR7 ag -12.
Cc1ccc(OC(C)C(=O)N2CCc3ccc([N+](=O)[O-])cc32)cc1 (stereo not drawn) was read as hcGAS lum -5 and NPYLR7 ag 10.
For COc1ccc(CNC(=O)CSc2nc(C)c(C)n2C2CC2)cc1OC the results were hcGAS lum -15 and NPYLR7 ag 8.
Cc1cccc(C(=O)NCCCN(C)c2ccccc2)c1 was read as hcGAS lum -6, mcGAS inh -6 and NPYLR7 ag -6.
Screening CC1=C(C(=O)N2CCc3c([nH]c4ccccc34)C2c2ccccc2F)OCCO1 (stereo not drawn) returned hcGAS lum -1, mcGAS inh -4 and NPYLR7 ag 2.
For O=C1c2ccccc2C(=O)c2c(NC3CCCCC3)c(Sc3ccccc3)c(Sc3ccccc3)c(NC3CCCCC3)c21 the results were hcGAS lum -5, mcGAS inh -5 and NPYLR7 ag 10.
For CCOc1ccccc1N1C(=O)CSC1c1cccc(NC(=O)c2ccco2)c1 (stereo not drawn) the results were hcGAS lum -6, mcGAS inh -6 and NPYLR7 ag -4.
Screening COc1ccc(CC(=O)N(Cc2ccccc2)Cc2nc3cc(Cl)ccc3o2)cc1 returned hcGAS lum -4, mcGAS inh -5 and NPYLR7 ag -3.
O=S(=O)(Cc1ccccc1)NCc1ccc(-c2cccc(F)c2)c2ccncc12 was read as hcGAS lum 4 and NPYLR7 ag 4.
`CN(c1ccc(CNC(=O)C2CCOC2)cc1)C1CCCCC1` (stereo not drawn) gave hcGAS lum -7 and NPYLR7 ag -4.
`O=C(NNc1cccc(C(F)(F)F)c1)C1CC(=O)N(Cc2ccco2)C1` (stereo not drawn) gave hcGAS lum -9, mcGAS inh -16 and NPYLR7 ag 18.
Screening Cc1ccccc1OCC(O)Cn1nc2c(cc1=O)CCC2 (stereo not drawn) returned hcGAS lum -10 and NPYLR7 ag 3.
Screening CC(C)(C)CC(=O)N1CCC2(CCC(=O)N(CC3CC3)CC2)CC1 returned hcGAS lum 0 and mcGAS inh -3.
Screening CC(COc1ccccc1)NCCN(C)S(C)(=O)=O (stereo not drawn) returned hcGAS lum -4, mcGAS inh -11 and NPYLR7 ag 2.
For CCCCCCn1c(SCC(=O)OC)nc2c1c(=O)[nH]c(=O)n2C the results were hcGAS lum -6, mcGAS inh -9 and NPYLR7 ag 1.
`COc1ccc(NC(=O)c2c(-c3ccccc3Cl)noc2C)cc1` gave hcGAS lum -4 and NPYLR7 ag 3.
Screening Cc1cc(C)nc(NNC(=O)C2CCCN(c3nc4ccccc4s3)C2)n1 (stereo not drawn) returned hcGAS lum -3 and NPYLR7 ag 0.
`COc1cc(/C=C\C(=O)Nc2c3c(nn2-c2ccc(F)cc2)CS(=O)(=O)C3)cc(OC)c1OC` gave hcGAS lum -5 and NPYLR7 ag 0.
Screening CCn1ccc2ccc(NC(=O)N3CCN(C)C(=O)C3)cc21 returned hcGAS lum -2 and NPYLR7 ag -4.
Cc1noc(C)c1CN(C)C(=O)Nc1cnn(CC(C)C)c1 was read as hcGAS lum -5 and NPYLR7 ag -21.
Cc1nc(SCC(=O)Nc2ccccc2)c2c3c(sc2n1)CCC3 was read as hcGAS lum -4, mcGAS inh -7 and NPYLR7 ag -7.
O=C(N=Nc1c(O)[nH]c2ccc(Br)cc12)c1ccc[n+]([O-])c1 was read as hcGAS lum 0 and NPYLR7 ag 7.
CC(=O)Cn1c(=O)c2c(nc3n(-c4ccc(F)cc4)c(-c4ccccc4)cn23)n(C)c1=O was read as hcGAS lum -1, mcGAS inh -4 and NPYLR7 ag 7.
`CC(NC(=O)c1cc(Cl)ccc1NS(C)(=O)=O)c1ccc2c(c1)OCO2` (stereo not drawn) gave hcGAS lum -11 and NPYLR7 ag 7.
`CC(NC(=O)CC1Oc2ccccc2NC1=O)c1ccc2c(c1)OCCO2` (stereo not drawn) gave hcGAS lum 3 and NPYLR7 ag -4.

13 structures from above, arranged by molecular weight, high to low.
`COc1cc(/C=C\C(=O)Nc2c3c(nn2-c2ccc(F)cc2)CS(=O)(=O)C3)cc(OC)c1OC` gave hcGAS lum -5 and NPYLR7 ag 0.
CC(=O)Cn1c(=O)c2c(nc3n(-c4ccc(F)cc4)c(-c4ccccc4)cn23)n(C)c1=O was read as hcGAS lum -1, mcGAS inh -4 and NPYLR7 ag 7.
`CC(NC(=O)c1cc(Cl)ccc1NS(C)(=O)=O)c1ccc2c(c1)OCO2` (stereo not drawn) gave hcGAS lum -11 and NPYLR7 ag 7.
Screening Cc1cc(C)nc(NNC(=O)C2CCCN(c3nc4ccccc4s3)C2)n1 (stereo not drawn) returned hcGAS lum -3 and NPYLR7 ag 0.
`CC(NC(=O)CC1Oc2ccccc2NC1=O)c1ccc2c(c1)OCCO2` (stereo not drawn) gave hcGAS lum 3 and NPYLR7 ag -4.
`O=C(NNc1cccc(C(F)(F)F)c1)C1CC(=O)N(Cc2ccco2)C1` (stereo not drawn) gave hcGAS lum -9, mcGAS inh -16 and NPYLR7 ag 18.
O=C(N=Nc1c(O)[nH]c2ccc(Br)cc12)c1ccc[n+]([O-])c1 was read as hcGAS lum 0 and NPYLR7 ag 7.
Cc1nc(SCC(=O)Nc2ccccc2)c2c3c(sc2n1)CCC3 was read as hcGAS lum -4, mcGAS inh -7 and NPYLR7 ag -7.
`COc1ccc(NC(=O)c2c(-c3ccccc3Cl)noc2C)cc1` gave hcGAS lum -4 and NPYLR7 ag 3.
Screening CC(C)(C)CC(=O)N1CCC2(CCC(=O)N(CC3CC3)CC2)CC1 returned hcGAS lum 0 and mcGAS inh -3.
`CN(c1ccc(CNC(=O)C2CCOC2)cc1)C1CCCCC1` (stereo not drawn) gave hcGAS lum -7 and NPYLR7 ag -4.
Cc1noc(C)c1CN(C)C(=O)Nc1cnn(CC(C)C)c1 was read as hcGAS lum -5 and NPYLR7 ag -21.
Screening Cc1ccccc1OCC(O)Cn1nc2c(cc1=O)CCC2 (stereo not drawn) returned hcGAS lum -10 and NPYLR7 ag 3.
